Bioassay records from PubChem BioAssay.
M. tuberculosis GlmU: inhibition of mycobacterial GlmU enzyme – biochemical, glucosamine-1-phosphate acetyltransferase (AID 1376) | hit rate 0.25% among 220,000 | M. tuberculosis GlmU acetyltransferase enzyme assay; higher % means a stronger effect | one-dose inhibition, %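 (tested at 30 µM in the primary screen)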; IC50 in µM for titrated hits; in the data active = inhibition above about 13%;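 note: 0% = complete reaction with vehicle and 100% = reaction without substrate; strong numbers were not always called active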
RmlCD inh 1536: inhibitors of Mycobacterium tuberculosis RmlC and RmlD coupled enzymes; P9WH09+P9WH11; RmlC+RmlD coupled enzyme assay, percent inhibition; primary screen in compound mixtures; inhibition, % at 3.6 µM; hit rate 0.03% among 160,000; in the data active = inhibition mostly above about 34%, no sharp cut-off; note: some results filed as inactive read as strong as hits
Target sequence (P9WH09 whole entry, looked up): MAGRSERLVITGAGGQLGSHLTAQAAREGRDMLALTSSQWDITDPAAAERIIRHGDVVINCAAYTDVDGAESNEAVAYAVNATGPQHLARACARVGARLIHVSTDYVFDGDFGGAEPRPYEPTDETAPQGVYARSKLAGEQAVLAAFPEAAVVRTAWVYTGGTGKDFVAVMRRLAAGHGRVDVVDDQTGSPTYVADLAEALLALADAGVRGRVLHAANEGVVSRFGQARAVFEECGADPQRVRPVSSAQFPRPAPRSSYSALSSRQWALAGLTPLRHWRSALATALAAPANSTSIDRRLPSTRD
Target sequence (P9WH11 whole entry, looked up): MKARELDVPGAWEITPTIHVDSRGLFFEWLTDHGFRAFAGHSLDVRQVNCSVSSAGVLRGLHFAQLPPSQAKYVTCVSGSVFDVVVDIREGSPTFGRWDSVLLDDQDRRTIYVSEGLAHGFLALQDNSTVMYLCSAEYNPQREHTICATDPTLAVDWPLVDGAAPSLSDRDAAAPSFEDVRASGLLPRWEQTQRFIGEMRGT
Active calls of the source: *; . = no result given. Not all compounds are listed. The share of hits here may be higher or lower than overall.

Below each compound – M. tuberculosis GlmU	RmlCD inh 1536
- Cc1cc2cc(CCNC(=O)CC(C)C)c(=O)[nH]c2cc1C
  -3.8%	-51
- O=C(CN1C(=O)c2ccccc2C1=O)Nc1cccnc1
  10%	4
- COc1ccc(NC(=O)c2cc3n(n2)C(C(F)(F)F)CC(c2ccc(OC)cc2)N3)cc1 (centres undefined)
  6.5%	-6
- Cc1cccn2c(CNC3CCCc4ccccc43)c(C(=O)N3CCOCC3)nc12 (centres undefined)
  1.2%	-3
- CN1CCC(OC(=O)c2cccc(Cl)c2)CC1
  7.1%	.
- Cc1oc(-c2cccc(Cl)c2)[n+]([O-])c1C
  0.2%	.
- Fc1ccccc1N1CCN(Cc2ccc3c(c2)OCO3)CC1
  -6.6%	100
- Cc1cc(C#N)c2ccccc2n1
  -5.7%	50
- Cn1c(=O)n(C)c2cc([N+](=O)[O-])c(N3CCNCC3)cc21
  2.7%	2
- CCOc1cc(N2CCOCC2)c(OCC)cc1NC(=O)CN1C(=O)C2CC=CCC2C1=O (centres undefined)
  -1.2%	-10
- Cc1n[nH]c(C)c1CCC(=O)N/N=C/c1cccs1
  -0.5%	5
- COC(=O)c1c(NC(C)=O)sc(C)c1C
  -3.3%	2
- COc1ccc(/C=N/NC(=O)c2cc(C3CC3)[nH]n2)cc1OC
  0.1%	5
- NC(=O)N/N=C/c1c(F)c(F)c(F)c(F)c1F
  -3.5%	6
- Cn1c(=O)c2c(nc(CN3CCC(C(N)=O)CC3)n2Cc2ccccc2F)n(C)c1=O
  -7.5%	-7
- Cc1nn(Cc2ccccc2Cl)c(C)c1NC(=O)c1cc(-c2ccc(F)cc2)on1
  3.9%	.
- CC1CCCN(C/C(O)=C(\C#N)c2nc3ccccc3[nH]2)C1 (centres undefined)
  -3.8%	-2
- CCN(CC)P(=O)(c1n(CC)cc[n+]1CC)N(CC)CC
  -1.5%	1
- COC(=O)c1ccc(NC(=O)N2CCOCC2)cc1
  -3.0%	.
- COc1cccc2c1c(NC(=O)c1cc(C)on1)nn2C
  3.8%	.

2 entries drawn at random from those above, as already listed:
Below each compound – M. tuberculosis GlmU	RmlCD inh 1536
- Cc1cc(C#N)c2ccccc2n1
  -5.7%	50
- COc1cccc2c1c(NC(=O)c1cc(C)on1)nn2C
  3.8%	.

Next records follow:
Below each compound – M. tuberculosis GlmU	RmlCD inh 1536
- Cc1nn(C)c(C(=O)NNC(=S)Nc2ccc(Cl)cc2)c1[N+](=O)[O-]
  3.7%	.
- COCCn1c(N)c(NCc2ccccc2)c(=O)n(CC(=O)Nc2cc(C)ccc2C)c1=O
  -4.5%	-5
- NC(=O)[C@H]1CC2(CC(c3cccc(NC(=O)COc4ccc(Cl)cc4)c3)=NO2)CN1C(=O)Cc1ccc([N+](=O)[O-])cc1 (some centres undefined)
  2.0%	7
- Cc1cc(C(C)(C)C)cc(S(=O)(=O)Nc2cccc(C(=O)O)c2)c1C
  1.2%	.
- C/C(=N/NC(=O)CNc1ccc(C)cc1)c1ccc(Br)s1
  -4.7%	19
- Cc1ccc(/C=C2\SC(N3CCN(C(c4ccccc4)c4ccccc4)CC3)=NC2=O)o1
  1.8%	-1
- Cc1cccc(Oc2coc3cc(OC(=O)c4cc5ccccc5oc4=O)ccc3c2=O)c1
  -0.7%	.
- COc1ccccc1-n1c(SCC(N)=O)nnc1-c1ccccc1
  7.7%	.
- O=C1c2ccc(-c3nc4ccccc4o3)cc2C(=O)N1Cc1cccnc1
  -1.4%	.
- Oc1ccc(Cl)cc1-c1cc(-c2cccc(Br)c2)n[nH]1
  1.0%	.
- CC(=O)NC12CC3CC(C1)CC(C(=O)Nc1nccs1)(C3)C2
  -0.7%	.
- O=S1(=O)N=C(Nc2nc3c(s2)CCCC3)c2ccccc21
  3.3%	4
- COCCCN1C(=O)C(=O)/C(=C(/O)c2ccc(OC)cc2)C1c1ccc(O)c(OC)c1 (centres undefined)
  7.3%	2
- CSc1ccc(C(=O)C2CCCN(Cc3ccc(N4CCNC4=O)cc3)C2)cc1 (centres undefined)
  -8.1%	.
- O=c1[nH]c(CSc2nnc(-c3ccncc3)n2Cc2ccco2)nc2ccccc12
  5.7%	5
- COc1ccccc1CNC(=O)CSc1ccc(C(=O)Nc2ccccc2OC)cc1[N+](=O)[O-]
  -4.6%	.
- O=S(=O)(Nc1ccc(S(=O)(=O)Nc2cccc3ccccc23)cc1)c1ccccc1
  -1.1%	-7
- Cc1cccc(S(=O)(=O)NC(Cc2c[nH]c3ccccc23)C(=O)O)c1 (centres undefined)
  3.1%	.
- CC(C)[C@@H]1NC(=O)c2cc([N+](=O)[O-])cc(F)c2NCCC[C@@H](C(N)=O)NC(=O)[C@H](CO)NC1=O
  -3.0%	.
- Cc1ccsc1C(=O)C1CCCN(Cc2ccn[nH]2)C1 (centres undefined)
  0.0%	-2

(next part)
Below each compound – M. tuberculosis GlmU	RmlCD inh 1536
- Cc1nnc(SCc2cccc(Cl)c2)n(N)c1=O
  -1.5%	7
- O=C(CSc1n[nH]c(-c2ccccc2)n1)c1ccccc1
  7.6%	.
- COC(=O)n1c(SC)nc2ccccc21
  2.9%	37
- CN1/C(=C\C=N\O)C(C)(C)c2ccccc21
  -1.3%	6
- O=C(c1[nH]ncc1-c1ccc(Cl)cc1)C1CO1 (centres undefined)
  -1.0%	.
- O=C(c1cc(-c2ccc(Cl)c(Cl)c2)on1)N1CCCCC1
  .	-2
- Cc1ccc(-c2csc(NCCc3nc4cc(Cl)c(Cl)cc4n3CCCO)n2)cc1
  2.6%	.
- Cn1c(=O)n(CC(=O)N2CCN(c3nnc(-c4ccccc4)c4ccccc34)CC2)c2ccccc21
  2.5%	28
- COc1cc(/C=N/NC(=O)Cc2cccs2)c([N+](=O)[O-])cc1OC
  1.7%	5
- NC(=O)C1CCN(C2CC(=O)N(Cc3cccs3)C2=O)CC1 (centres undefined)
  2.4%	9
- COc1ccccc1CNc1cc(CSc2ccc(Cl)cc2)nc(C)n1
  -4.5%	13
- CCOC(=O)c1cc(/C(C)=N/OC(=O)c2ccc(C(C)(C)C)cc2)on1
  0.1%	15
- Cc1ccc(CS(=O)(=O)Cc2ccc(C(=O)NCc3ccccn3)o2)cc1
  1.9%	.
- O=C(c1ccncc1)c1ccc([N+](=O)[O-])cc1
  -0.3%	-6
- O=C(CN1CCOCC1)Nc1ccccc1C(=O)O
  -1.6%	2
- CCC(CC)C(=O)NCCCN1CCOCC1
  0.2%	.
- CCC(C)(C)n1nnnc1C(c1cc(OC)c(OC)c(OC)c1)N1CCN(c2ccccc2)CC1 (centres undefined)
  -1.5%	30
- NS(=O)(=O)c1ccc(NC(=O)COC(=O)c2cnccn2)cc1
  56%	42
- COc1ccc(Oc2cnc3ccccc3n2)cc1
  7.4%	-8
- O=C1[C@H]2[C@H](ON3CCCC[C@H]23)C(=O)N1c1ccc(Cl)cc1
  -1.2%	.

Some of these compounds in order of number of heavy atoms, low to high:
Below each compound – M. tuberculosis GlmU	RmlCD inh 1536
- COC(=O)n1c(SC)nc2ccccc21
  2.9%	37
- COc1ccc(Oc2cnc3ccccc3n2)cc1
  7.4%	-8
- NS(=O)(=O)c1ccc(NC(=O)COC(=O)c2cnccn2)cc1
  56%	42

Other structures follow.
Below each compound – M. tuberculosis GlmU	RmlCD inh 1536
- CCOC(=O)C1(CCSC)NC(c2ccco2)C2C(=O)N(CC)C(=O)C21 (centres undefined)
  -1.1%	-5
- COc1ccc(CN2CCN(Cc3ccc(C)cc3)C(CCO)C2)cc1OC (centres undefined)
  -1.7%	1
- CN(C)S(=O)(=O)c1ccc(N2CCCC2)c(C(=O)Nc2nc(-c3ccc(F)c(F)c3)cs2)c1
  -1.9%	-4
- O=C(Nc1nc2ccc(F)cc2s1)c1ccccn1
  0.4%	-11
- COc1cc(OC)cc(C(=O)N[C@H](C(=O)Nc2nc(-c3cc(OC)ccc3OC)cs2)C(C)C)c1
  -1.0%	19
- CS(=O)(=O)c1ccc2nc(NC(=O)C3CCCCC3)sc2c1
  -5.2%	.
- CCSc1nnc(NC(=O)C2CCCCC2C(=O)O)s1 (centres undefined)
  3.2%	2
- CCC(C)[C@H](NC(=O)NCc1ccc(S(N)(=O)=O)cc1)C(=O)O (some centres undefined)
  -0.7%	.
- CC1CCC(C(C)C)C(OC(=O)Cn2nnc3c(cnn3-c3ccccc3)c2=O)C1 (centres undefined)
  8.2%	.
- CCCCn1c(CN2CCN(c3ccc(F)cc3)CC2)nc2c1c(=O)n(C)c(=O)n2C
  1.1%	.
- CC(C)OC(=O)C1C(=O)CC(C)(O)C(C(=O)OC(C)C)C1c1cccc([N+](=O)[O-])c1 (centres undefined)
  6.6%	-12
- CC(=O)CCC(=O)N1CCCC(CNC(=O)c2ccc(-c3ccccc3)cc2)C1 (centres undefined)
  3.0%	-9
- Cc1cccc(S(=O)(=O)NCC2CCCO2)c1 (centres undefined)
  -4.8%	2
- CCOC(=O)Cc1cc(=O)[nH]c(=O)[nH]1
  -7.3%	12
- CCOC(=O)C1C(c2cc(OC)c(O)c(OC)c2)NC(=S)NC1(O)C(F)(F)F (centres undefined)
  2.2%	-7
- CCOc1ccc(NC(=O)COC(=O)c2cccnc2)cc1
  -6.4%	-12
- CNC(=O)C12N=CNN=C1N(C)C(=O)N2C (centres undefined)
  -1.2%	3
- CCOC(=O)c1[nH]ncc1CN1CCCC(C(=O)c2ccc(OC)c(OC)c2)C1 (centres undefined)
  4.0%	-11
- CCOc1ccccc1-c1nc(-c2ccc(C)nc2OC)no1
  -1.8%	-1
- COc1ccc(N=C/C=C2/C=C(c3ccccc3)OC(C)(C)O2)cc1
  -4.7%	-3

A run of entries from the list above, as a working copy:
Below each compound – M. tuberculosis GlmU	RmlCD inh 1536
- CCOC(=O)C1(CCSC)NC(c2ccco2)C2C(=O)N(CC)C(=O)C21 (centres undefined)
  -1.1%	-5
- COc1ccc(CN2CCN(Cc3ccc(C)cc3)C(CCO)C2)cc1OC (centres undefined)
  -1.7%	1
- CN(C)S(=O)(=O)c1ccc(N2CCCC2)c(C(=O)Nc2nc(-c3ccc(F)c(F)c3)cs2)c1
  -1.9%	-4
- O=C(Nc1nc2ccc(F)cc2s1)c1ccccn1
  0.4%	-11
- COc1cc(OC)cc(C(=O)N[C@H](C(=O)Nc2nc(-c3cc(OC)ccc3OC)cs2)C(C)C)c1
  -1.0%	19

The results go on:
Below each compound – M. tuberculosis GlmU	RmlCD inh 1536
- Cc1cccc(Nc2cnn(C34CC5CC(CC(CC(=O)O)(C5)C3)C4)c(=O)c2Cl)c1
  1.0%	5
- Cc1ccc2nc(-c3ccc(NC(=O)CN4C(=O)NC(C)(c5ccc(OC(F)F)cc5)C4=O)cc3)sc2c1 (centres undefined)
  3.1%	6
- COc1ccc(-n2nnc3c(=O)n(CC(=O)N4CCC(Cc5ccccc5)CC4)cnc32)cc1
  -7.4%	.
- CC(=O)NCC(=O)NC(C(=O)Nc1ccc2c(c1)OCCO2)c1ccccc1 (centres undefined)
  -1.2%	-5
- Cc1c(C(=O)OC(C)C)sc(NC(=O)C2CCCO2)c1C(=O)OC(C)C (centres undefined)
  3.6%	.
- CCCCCC(=O)N1CC2(CC)CN(C(=O)CCCCC)CC(CC)(C1)C2=O
  5.0%	10
- CCC(C)NC(=O)C1CCCN(S(=O)(=O)c2ccc(-n3cnnn3)cc2)C1 (centres undefined)
  -2.0%	.
- Cc1ccc2c(c1)cc(CN(Cc1cccs1)C(=O)c1ccco1)c1nnnn12
  -1.3%	5
- O=C(CSCc1ccc(Cl)cc1)N/N=C/c1ccco1
  -2.3%	-6
- CCn1c(Cn2nnc(-c3ccccc3)n2)nnc1SCC(=O)Nc1ccc(C(C)=O)cc1
  7.4%	.
- CCCCNC(=O)Nc1ccc(C2SCCS2)cc1
  -3.6%	-3
- O=C(O)C1C2CCC(O2)C1C(=O)Nc1ccc(O)cc1 (centres undefined)
  0.4%	.
- CN1/C(=C\C(=O)c2cccnc2)C(C)(C)c2ccccc21
  0.9%	.
- CCCn1nc(C(=O)Nc2nnc(CC)s2)c2ccccc2c1=O
  2.8%	-7
- CC(NC(=O)Cc1ccccc1[N+](=O)[O-])c1ccccc1 (centres undefined)
  1.4%	-2
- O=C1CCCN1c1ccc(S(=O)(=O)Oc2ccc(Cl)cc2)cc1[N+](=O)[O-]
  -2.3%	.
- Cc1ccccc1C(=O)N1CCc2c([nH]c3ccccc23)C1C(F)(F)F (centres undefined)
  -3.4%	-10
- CC(C)OCCCN1CN(S(=O)(=O)c2ccccc2)c2nc3ccccc3nc21
  1.3%	8
- Cc1cc(C)c(NC(=O)CSc2nnc(-c3ccncc3)n2Cc2ccco2)c(C)c1
  -2.5%	-1
- C/C(=N/NC(=O)c1ccc(Br)o1)c1ccncc1
  -0.1%	-6

Other results:
Below each compound – M. tuberculosis GlmU	RmlCD inh 1536
- CCOC(=O)N1CCN(C(C)C(=O)c2c[nH]c3ccccc23)CC1 (centres undefined)
  -2.1%	27
- CC(=O)Nc1ccc(S(=O)(=O)NNC(=O)c2cccc(Cl)c2)cc1
  -4.8%	8
- CC12CN3CCN(CC(C3)/C1=N/N=C/c1cccc([N+](=O)[O-])c1)C2
  -2.1%	.
- CC(Nc1n[nH]c(=O)[nH]c1=O)C(=O)N/N=C/c1ccccc1 (centres undefined)
  3.3%	4
- O=C(CCC(=O)OCc1ccc(Cl)cc1)Nc1ccccc1
  6.8%	5
- CCO[C@@H]1OC(C(N)=O)=C[C@H](c2ccc3c(c2)OCO3)[C@H]1CCCO
  1.0%	.
- CC(C)(C)C(=O)OCC1OC(n2cnc(C(N)=O)n2)C(O)C1O (centres undefined)
  0.8%	.
- CCNC(=O)NC(=O)C(C)OC(=O)CNS(=O)(=O)c1c(Cl)cc(Br)cc1Cl (centres undefined)
  -3.1%	-2
